Rv3671c protease: Rv3671c serine protease inhibitors, primary screen, biochemical, fluorescence polarization, M. tuberculosis H37Rv; P9WHR9; inhibition, % at 5.96 µM; 320,000 tested, 0.048% active; in the data active = inhibition above about 38%;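 also: extracellular domain of Rv3671c used as enzyme; 0% = enzyme with DMSO and 100% = no enzyme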
Target sequence (P9WHR9 whole entry, looked up, the tested form may be a part): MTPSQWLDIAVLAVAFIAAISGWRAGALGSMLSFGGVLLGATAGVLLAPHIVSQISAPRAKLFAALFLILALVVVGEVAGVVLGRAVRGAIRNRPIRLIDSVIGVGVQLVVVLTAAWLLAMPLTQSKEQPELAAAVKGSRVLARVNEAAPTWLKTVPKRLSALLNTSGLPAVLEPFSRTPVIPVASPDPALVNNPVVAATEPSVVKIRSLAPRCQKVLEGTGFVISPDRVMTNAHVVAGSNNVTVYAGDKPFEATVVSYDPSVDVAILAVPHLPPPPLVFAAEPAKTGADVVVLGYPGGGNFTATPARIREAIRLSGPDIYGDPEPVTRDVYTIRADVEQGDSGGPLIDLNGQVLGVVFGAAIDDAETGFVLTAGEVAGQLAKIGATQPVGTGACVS
MazF activator: activators of E. coli MazEF toxin-antitoxin RNase, primary screen, biochemical, fluorescence, uHTS; AID 504720, 2011; activation, % at 20 µM; Endoribonuclease toxin MazF (Escherichia coli (strain K12)), P0AE70; 350,000 tested, 0.32% active; FAM/BHQ RNA-DNA oligo cleavage fluorescence, 5 h; in the data active = activation above about 50%
Target sequence (P0AE70 whole entry, looked up): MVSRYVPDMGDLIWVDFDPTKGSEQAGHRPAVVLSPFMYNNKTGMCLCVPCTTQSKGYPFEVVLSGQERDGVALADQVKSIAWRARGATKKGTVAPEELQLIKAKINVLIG
BoNT A protease: BoNT/A light chain protease inhibitors, primary screen, biochemical, flow cytometry, MLPCN library; 360,000 tested, 0.17% active; multiplex microsphere protease substrate cleavage; inhibition, % at 10 µM; Botulinum neurotoxin type A light chain protease (Clostridium botulinum A str. ATCC 3502); AID 588499, 2011; also: plate controls were buffer without enzyme for full effect and enzyme alone for no effect
BoNT-F LC inh: BoNT/F light chain protease inhibitors, primary screen, biochemical, flow cytometry, MLPCN library. Botulinum neurotoxin type F light chain protease (Clostridium botulinum). 360,000 tested, 0.22% active. inhibition, % at 10 µM. AID 588497, 2011. Multiplex microsphere protease cleavage assay; in the data active = inhibition above about 35%, passing the limit was not always enough; inconclusive = no clear call, values can overlap the other calls; also: plate controls were buffer without enzyme for full effect and enzyme alone for no effect
Anthrax LF prot: Bacillus anthracis LF protease inhibitors, primary screen, biochemical, multiplex microsphere, MLPCN library | Lethal factor (Bacillus anthracis), P15917 | multiplex microsphere protease cleavage assay | inhibition, % at 10 µM | 360,000 tested, 0.12% active | AID 588501, 2011; also: plate controls were buffer without enzyme for full effect and enzyme alone for no effect
3CLpro inhibitor: SARS-CoV 3CLpro protease inhibitors, primary screen, biochemical, quenched FRET. Replicase polyprotein 1ab (Severe acute respiratory syndrome coronavirus), P0C6X7. recombinant SARS-CoV 3CLpro, quenched FRET peptide cleavage. inhibition, % at 6 µM. 290,000 tested, 0.14% active; in the data active = inhibition above about 12%
PrPC surface inh: inhibitors of human cell surface prion protein PrPC, primary screen, cell-based, TR-FRET. TR-FRET read-out. inhibition, % at 13.8 µM. 370,000 tested, 0.43% active; in the data active = inhibition above about 24%; also: 0% = median of the test wells and 100% = reference compound wells
CCHFV vOTU inh: CCHFV vOTU protease inhibitors, primary screen, biochemical, Pep-AMC substrate, fluorescence; inhibition, % at 11.5 µM; 370,000 tested, 0.55% active; Crimean-Congo hemorrhagic fever virus L polyprotein viral ovarian tumor (vOTU) protease …; in the data active = inhibition above about 30%; also: 0% = vehicle wells with enzyme and 100% = no enzyme wells
PriA SSB inh: inhibitors of Klebsiella pneumoniae PriA binding to SSB C-terminal tail, primary screen, biochemical, AlphaScreen; PriA–SSB C-terminal tail interaction (Klebsiella pneumoniae); AlphaScreen SSBct-PriA binding, biotinylated peptide; inhibition, % at 33 µM; 430,000 tested, 0.6% active; in the data active = inhibition mostly above about 37%, no sharp cut-off; inactive = mostly below about 20%;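 also: plate controls were negative control peptide for no effect and reference peptide for full effect; strong numbers were not always called active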
DUSP3 inh: VHR1 phosphatase inhibitors, primary screen, biochemical, absorbance, uHTS; Dual specificity protein phosphatase 3 (Homo sapiens), P51452; recombinant VHR phosphatase, pNPP absorbance; inhibition, % at 13.3 µM; 290,000 tested, 0.52% active; AID 1654, 2009; in the data active = inhibition above about 50%; also: some compounds called inactive have numbers as strong as hits
Target sequence (P51452 whole entry, looked up): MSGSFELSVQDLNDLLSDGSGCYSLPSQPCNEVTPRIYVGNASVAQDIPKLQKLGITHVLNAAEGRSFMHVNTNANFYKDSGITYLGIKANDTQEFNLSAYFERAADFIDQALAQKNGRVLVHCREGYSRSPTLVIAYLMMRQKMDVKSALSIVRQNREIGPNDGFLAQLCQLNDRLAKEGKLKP
An asterisk follows results filed as active; ? = inconclusive; · = not tested or not shown; & = joins results of further samples. Rule as the data show it, unless noted: active = inhibition above about 30%; inconclusive = no clear call, values can overlap the other calls; inactive = below that. An excerpt, so the mix of outcomes need not match the whole.

Molecule	Rv3671c protease	MazF activator	BoNT A protease	BoNT-F LC inh	Anthrax LF prot	3CLpro inhibitor	PrPC surface inh	CCHFV vOTU inh	PriA SSB inh	DUSP3 inh
C=CCSC(=S)Nc1c(C)n(C)n(-c2ccccc2)c1=O	-2	-1	-0.6	-6	-2	1	-9	-9	6&-16	7
O=C(O)[C@@H]1CCCN1S(=O)(=O)c1cccc(S(=O)(=O)N2CCC[C@H]2C(=O)O)c1	-7	-17	0.4	-2	-10	-2	-1	-1	-14	-3
COc1cc(NS(=O)(=O)c2ccc(NC(=O)c3ccc(Cl)cc3Cl)cc2)ncn1	2	-6	-2.2	1	-2	1	1	15	1&-11&-10	18
O=C(CCSCCC(=O)NCc1ccc(F)cc1)NCc1ccc(F)cc1	-10	1	0.6	-5	-3	2	-2	-3	-12	2
CCC(C)Cn1cnc2c(Sc3c([N+](=O)[O-])ncn3C)nc(N)nc21 (centres undefined)	·	-7	-0.2	-8	-9	·	-6	3	-8	·
CCCC(NC(=O)Cc1c(C)c2cc3c(C)c(C)oc3c(C)c2oc1=O)C(=O)N[C@@H](Cc1ccccc1)C(=O)O (some centres undefined)	-6	-30	-0.7	-25	6	1	0	-14	-11	82
Cc1ccc(C(=O)C(C)OC(=O)c2ccccc2[N+](=O)[O-])cc1 (centres undefined)	-4	-7	1.0	17	0	3	1	-2	2	-6
CCOC(=O)c1cnc(-c2ccccc2)nc1N(C)C	0	-3	-0.3	-5	-13	-1	1	-8	-17	36
O=C1CCN(Cc2ccccc2)CCN1CCOc1ccccc1	-4	5	-1.3	-4	-8	1	-2	0	2	17
NC(CC(=O)O)c1cccc(OCc2ccccc2)c1 (centres undefined)	-1	-1	-0.3	-4	-1	0	0	-1	-3	-8
Cc1cccc(OCCOc2ccc(/C=N/NC(=O)Cc3nnc(N)s3)cc2)c1	3	·	0.0	0	-1	7	2	-10	·	-14
O=C(COC(=O)c1ccco1)NCc1ccc2c(c1)OCO2	4	0	-0.5	-2	-10	1	4	-6	1	21
O=C(Nc1cccc(-c2ccc(N3CCOCC3)nn2)c1)c1ccc([N+](=O)[O-])cc1	6	2	-1.2	3	1	·	-47	-8	-7	·
CC(CC(=O)O)NCC1COc2ccccc2O1 (centres undefined)	17	7	-0.6	5	6	·	-1	-13	0	·
Cc1ccc(C(=O)CSc2nc(-c3ccccc3)ccc2C#N)cc1	-4	-114	7.8	-2	2	-8	-7	10	-8	-7
CCOc1ccc(OCCC(=O)OCC(=O)NC2CCCCC2)cc1	6	0	0.4	-2	-1	1	-1	1	-7	2
O=c1[nH]c(/C=C/c2ccccc2OC(F)F)nc2c1cnn2-c1ccccc1	-4	13	-0.7	5	3	-6	-3	-14	2	3
CN(C)c1ccc(C(=O)OCC(=O)N2CCCCCC2)cc1	2	12	-0.4	2	-4	-2	10	-7	-9	33
Cc1cc(C)c(Cn2ncn(-c3ccc(Br)cc3)c2=O)c(C)c1	-4	15	-0.6	-4	-1	3	1	-2	-4	-3
COc1ccc(/C=C/C(=O)c2ccc(C)c([N+](=O)[O-])c2)cc1O	-7	1	0.7	-4	-2	4	-12	-3	20	-4
COc1ccc(CCNC(=O)CSc2nc3c(c(=O)n(C)c(=O)n3C)n2C)cc1OC	6	-1	·	·	·	2	0	-4	-10	-14
CC(NS(=O)(=O)c1ccc(OCC(=O)N2CCCC2)cc1)c1ccccc1 (centres undefined)	3	1	-0.2	-1	-10	-2	-3	3	8	17
CCN1CCN(CC(=O)N/N=C/c2cc(Br)cs2)CC1	-1	11	0.8	?	-11	2	-5	-5	·	-40
CC1(c2nnnn2Cc2ccccc2)CCC(=O)N1CCCn1ccnc1 (centres undefined)	·	·	-0.7	-3	-8	·	-12	3	·	·
O=C(c1ccccc1)c1cc2ccccc2oc1=O	7	6	-0.1	12	-6	1	1	-2	10	-16
Cc1cc(NC(=O)CCC(=O)N(c2ccccc2)C(C(=O)NCC2CCCO2)c2cccnc2)no1 (centres undefined)	4	0	0.2	?	6	2	-1	9	7	8
CSc1ccc(CNC(=O)C2Cc3cc(S(=O)(=O)N4CCCC4)ccc3N2C(C)=O)cc1 (centres undefined)	-10	0	3.7	11	-2	-6	-3	-6	-3	14
CC1CCC2(CC1)NC(=O)N(CC(=O)NCCc1ccc(F)cc1)C2=O (centres undefined)	0	3	0.0	0	6	·	-3	1	-6	·
CCc1ccc2[nH]c(=O)c(CN(CCCO)C(=O)NCc3ccccc3)cc2c1	-6	-8	-0.4	-3	1	-2	1	-2	4	33
CC1(OC(=O)CCc2ccccc2)C(=O)C=C2C=C(c3ccc(C#N)cc3)N(C(CO)CO)C=C2C1=O (centres undefined)	-28	-13	0.7	-8	-9	·	0	9	-5	19

Grouped by structure: those above with four or more nitrogen atoms (9)
Molecule	Rv3671c protease	MazF activator	BoNT A protease	BoNT-F LC inh	Anthrax LF prot	3CLpro inhibitor	PrPC surface inh	CCHFV vOTU inh	PriA SSB inh	DUSP3 inh
COc1cc(NS(=O)(=O)c2ccc(NC(=O)c3ccc(Cl)cc3Cl)cc2)ncn1	2	-6	-2.2	1	-2	1	1	15	1&-11&-10	18
CCC(C)Cn1cnc2c(Sc3c([N+](=O)[O-])ncn3C)nc(N)nc21 (centres undefined)	·	-7	-0.2	-8	-9	·	-6	3	-8	·
Cc1cccc(OCCOc2ccc(/C=N/NC(=O)Cc3nnc(N)s3)cc2)c1	3	·	0.0	0	-1	7	2	-10	·	-14
O=C(Nc1cccc(-c2ccc(N3CCOCC3)nn2)c1)c1ccc([N+](=O)[O-])cc1	6	2	-1.2	3	1	·	-47	-8	-7	·
O=c1[nH]c(/C=C/c2ccccc2OC(F)F)nc2c1cnn2-c1ccccc1	-4	13	-0.7	5	3	-6	-3	-14	2	3
COc1ccc(CCNC(=O)CSc2nc3c(c(=O)n(C)c(=O)n3C)n2C)cc1OC	6	-1	·	·	·	2	0	-4	-10	-14
CCN1CCN(CC(=O)N/N=C/c2cc(Br)cs2)CC1	-1	11	0.8	?	-11	2	-5	-5	·	-40
CC1(c2nnnn2Cc2ccccc2)CCC(=O)N1CCCn1ccnc1 (centres undefined)	·	·	-0.7	-3	-8	·	-12	3	·	·
Cc1cc(NC(=O)CCC(=O)N(c2ccccc2)C(C(=O)NCC2CCCO2)c2cccnc2)no1 (centres undefined)	4	0	0.2	?	6	2	-1	9	7	8

Going on with the list:
Molecule	Rv3671c protease	MazF activator	BoNT A protease	BoNT-F LC inh	Anthrax LF prot	3CLpro inhibitor	PrPC surface inh	CCHFV vOTU inh	PriA SSB inh	DUSP3 inh
CCN(CC(=O)NC1CCS(=O)(=O)C1)S(=O)(=O)c1ccc(C)c(C)c1 (centres undefined)	0	-3	1.6	-2	-1	-6	7	-8	-2	3
O=C(c1ccc(Cl)c(Cl)c1)N1CCN(c2ccccn2)CC1	·	12	·	·	·	7	13	5	-11	13
CN(C)c1ccc(N=Cc2nc(-c3ccccc3)oc2OC(=O)c2ccccc2)cc1	-3	354*	1.5	-1	-1	-3	-3	-4	-2	-5
CC1(C)CC(=O)C(C=NCCN2CCN(C3CC(=O)N(c4cccc(Br)c4)C3=O)CC2)=C(O)C1 (centres undefined)	-7	-5	-0.9	-4	2	1	1	10	3	21
Cn1cc(Cl)c(C(=O)OCC(=O)Nc2ccc(S(N)(=O)=O)cc2)n1	·	-24	-0.9	-5	14	0	6	6	2	34
CCc1cccc(C)c1NC(=O)C1CC=CCC1C(=O)O (centres undefined)	3	4	0.8	-1	2	2	-7	-3	6	43
O=C(O)c1cccc(S(=O)(=O)Nc2ccc(S(=O)(=O)N3CCOCC3)cc2)c1	-6	5	-1.0	-4	2	1	-2	12	2	18
COc1ccc(N2CCCC2=O)cc1S(=O)(=O)N1CCOCC1	·	-5	-0.2	3	6	·	-1	-5	·	·
O=C(C1CCN(S(=O)(=O)c2ccc(Br)s2)CC1)N1CCN(c2ccccc2)CC1	-1	13	-2.5	-40	-2	3	-2	0	11	-12
CCn1c(/C(C#N)=N/O)nc2ccccc21	4	-1	0.2	-2	2	-2	-8	15	·	2
CC(O)CCC(=O)NNC(=S)Nc1ccccc1 (centres undefined)	-8	0	-0.1	3	-3	1	7	-3	0	22
CCc1cccc(NC(=O)CCS(=O)(=O)c2cccc3nonc23)c1	-5	0	0.5	-1	5	2	-50	3	2	-8
O=C(Nc1ccc(O)cc1)c1ccc2c(c1)C(=O)N(N1C(=O)c3ccccc3C1=O)C2=O	3	2	-0.3	2	1	-2	3	19	-4	10
CCCCn1c(=NC(C)=O)c(C#N)cc2c(=O)n3cccc(C)c3nc21	15	3	0.7	-4	-5	·	3	-46	-9	·
CCOc1ccc(Cn2c(=O)oc3ccc(C)cc32)cc1OC	1	-5	0.1	-2	-2	1	13	3	-7	25
NC(=O)NC(Cc1ccccc1)C(=O)NCCCSc1ccccc1 (centres undefined)	-1	1	-7.3	-15	2	0	3	-3	5	-3

High-throughput results deposited in PubChem by several laboratories.
